NR2E3 ag-1: agonists of human NR2E3 nuclear receptor; Q9Y5X4; CHO-S Gal4-NCOR/VP16-NR2E3 two-hybrid, luciferase; inhibition of corepressor binding, % at 3.98 µM; 360,000 tested, 0.35% active; AID 602229;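 active = inhibition above the mean of all tested compounds plus 3 SD, cut at about 70% in these data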;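 also: 0% = DMSO with NR2E3 transfected cells and 100% = cells lacking NR2E3 construct; higher means lower luciferase signal from less NR2E3 corepressor binding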
Target sequence (Q9Y5X4 whole entry, looked up, the tested form may be a part): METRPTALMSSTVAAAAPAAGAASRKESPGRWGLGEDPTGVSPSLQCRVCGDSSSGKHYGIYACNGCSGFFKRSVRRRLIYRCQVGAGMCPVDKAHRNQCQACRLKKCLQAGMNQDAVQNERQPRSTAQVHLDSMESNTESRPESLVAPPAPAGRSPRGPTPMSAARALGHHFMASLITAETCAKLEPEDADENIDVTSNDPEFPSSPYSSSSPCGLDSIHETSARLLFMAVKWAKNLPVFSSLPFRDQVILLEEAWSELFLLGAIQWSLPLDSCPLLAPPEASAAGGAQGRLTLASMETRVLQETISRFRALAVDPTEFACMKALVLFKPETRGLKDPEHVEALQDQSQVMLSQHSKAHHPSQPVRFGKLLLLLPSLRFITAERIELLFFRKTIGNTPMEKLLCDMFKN
NR2E3 ag-2: agonists of human nuclear receptor NR2E3; GST-NR2E3/biotin-RetCOR TR-FRET, 1536-well; 320,000 tested, 0.12% active; AID 2300; inhibition of corepressor binding, % at 4.78 µM;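 active = percent inhibition above the cutoff of mean plus 3 SD of all tested compounds, set per screening campaign, cut at about 20% in these data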;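 also: 0% = DMSO wells and 100% = biotin wells as full block of FRET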
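Assay system: NR2E3–RetCOR corepressor complex. Quantity: 1.35 nM GST-NR2E3. Buffer or medium: pH 7.5 Tris-based buffer. Reagent: biotinylated RetCOR corepressor at 7 nM final. Schedule: 5 h at 4 °C. Detection: TR-FRET, emission read at 617 and 671 nm. Replicates: one well per compound, singlicate testing.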
iPSC survival up: hiPSC single-cell survival enhancement; ATPlite luminescence; 100% = ROCK inhibitor wells, 0% = DMSO; survival enhancement, % at 20 µM; 360,000 tested, 0.044% active; AID 602274; in the data active = survival enhancement above about 18%;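 also: cells exposed to compounds for 16 hours before the ATP read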
HIF-2a block: inhibitors of HIF-2a. 360,000 tested, 0.72% active. 786-0 RCC cells HIF-2a reporter, luciferase luminescence, overnight. AID 624352. inhibition, % at 18.8 µM;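 active = inhibition of the luminescence signal of 40% or more relative to plate controls, in a single-dose primary screen at 18.75 µM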
C8 TRAIL sens: sensitizes caspase-8 expressing cells to TRAIL; NB7+C8 cells + TRAIL, ATPlite viability luminescence; inhibition (viability loss, TRAIL sensitization), % at 10 µM; 360,000 tested, 1% active;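 active = compounds causing at least 50% loss of cell viability in the single-dose screen, relative to plate controls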
Shn3 inh set2: Schnurri-3 reporter inhibition in Clone20 osteoblasts | AID 588674 | 360,000 tested, 0.52% active | Clone20 osteoblast Shn3 3'UTR firefly luciferase, 24 h | inhibition, % at 12.5 µM;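 active = mean inhibition of at least 75% with every replicate also reaching 75%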;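 also: 0% = median of neutral control wells and 100% = pilot-screen positive control compound; some compounds past the cut are filed as inactive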
* marks the source's active call; other numbers are inactive results; · = no result given.

SMILES	NR2E3 ag-1	NR2E3 ag-2	iPSC survival up	HIF-2a block	C8 TRAIL sens	Shn3 inh set2
O=[N+]([O-])c1ccc2nc(N3CCNCC3)ccc2c1	·	3	·	·	·	·
NC(=O)c1ccc(C(=O)Nc2ccc([As](=O)(O)O)cc2)cc1	·	-3	·	·	·	·
CN1C(=O)C(=Cc2ccc(-c3cccc(Cl)c3)o2)C(=O)N(C)C1=O	·	2	·	·	·	·
COc1ccc(C2N3CC(C)(C)CN23)cc1 (centres undefined)	·	2	·	·	·	·
CCN1C(=O)NC(=O)/C(=C\c2ccc(N3CCOCC3)cc2OC)C1=O	·	-3	·	·	·	·
CN[C@H]1C[C@H]2O[C@@](C)([C@H]1OC)n1c3ccccc3c3c4c(c5c6ccccc6n2c5c31)C(=O)NC4	·	3	·	·	·	·
NS(=O)(=O)c1ccc(-c2ccc(C=C3C(=O)NC(=S)NC3=O)o2)cc1	·	2	·	·	·	·
N[C@@H]1CCCC[C@H]1N.O=C(O)C(=O)O.[Pt]	·	4	·	·	·	·
COc1ccc(CCNCc2ccc(SC)cc2)cc1	·	0	·	·	·	·
CCOc1ccc(N2C(=O)/C(=C\c3cccs3)C(=O)NC2=S)cc1	·	-4	·	·	·	·
C=C1C(=O)O[C@H]2C[C@@H](C)[C@@H]3C=CC(=O)[C@@]3(C)C[C@H]12	·	-5	·	·	·	·
Fc1ccc(C[n+]2c(-c3ccccc3)cc(-c3ccccc3)cc2-c2ccccc2)cc1	·	1	·	·	·	·
CCOC(=O)c1c(/N=C/C2C(=O)NC(=S)NC2=O)sc(C)c1C	·	-2	·	·	·	·
O=c1c2ccccc2nc(/C=C/c2ccc(F)cc2)n1-c1ccccn1	·	0	·	·	·	·
C[C@@H]1C[C@H]2OC(=O)C3(CO3)[C@H]2[C@H](O)[C@]2(C)C(=O)C3OC3[C@@H]12 (some centres undefined)	·	4	·	·	·	·
NCC1(CC(=O)O)CCCCC1	·	-1	·	·	·	·
CS(=O)(=O)Nc1ccc(Cc2noc(-c3ccc4[nH]cc(CCN)c4c3)n2)cc1	·	4	·	·	·	·
CCCC1(CCC)C(=O)NC(=Nc2ccc(C)cc2)NC1=O	·	0	·	·	·	·
COc1ccc(N2C(=O)NC(=O)/C(=C/c3ccc(N4CCOCC4)cc3)C2=O)cc1	·	0	·	·	·	·
CN1C(=O)C(=Cc2ccc(N(C)C)c([N+](=O)[O-])c2)C(=O)N(C)C1=O	·	4	·	·	·	·

Of the compounds above, 2 contain a furan ring, fused or not:
SMILES	NR2E3 ag-1	NR2E3 ag-2	iPSC survival up	HIF-2a block	C8 TRAIL sens	Shn3 inh set2
CN1C(=O)C(=Cc2ccc(-c3cccc(Cl)c3)o2)C(=O)N(C)C1=O	·	2	·	·	·	·
NS(=O)(=O)c1ccc(-c2ccc(C=C3C(=O)NC(=S)NC3=O)o2)cc1	·	2	·	·	·	·

The listing picks up with the 2 entries that preceded the break.
SMILES	NR2E3 ag-1	NR2E3 ag-2	iPSC survival up	HIF-2a block	C8 TRAIL sens	Shn3 inh set2
COc1ccc(N2C(=O)NC(=O)/C(=C/c3ccc(N4CCOCC4)cc3)C2=O)cc1	·	0	·	·	·	·
CN1C(=O)C(=Cc2ccc(N(C)C)c([N+](=O)[O-])c2)C(=O)N(C)C1=O	·	4	·	·	·	·
CCOC(=O)c1sc(N=Nc2c(O)[nH]c(=O)[nH]c2=O)c(C(=O)OCC)c1C	·	3	·	·	·	·
COc1ccc(N2C(=O)NC(=O)/C(=C/c3cccc(OC(=O)c4cccs4)c3)C2=O)cc1Cl	·	-2	·	·	·	·
O=C(O)c1ccccc1NC(=O)C1C2CCC(O2)C1C(=O)O (centres undefined)	·	-3	·	·	·	·
O=C1NC(=O)N(Cc2ccccc2)C(=O)/C1=C/c1cnn(-c2ccccc2)c1	·	2	·	·	·	·
COc1ccc(/C=C2/C(=O)NC(=O)N(Cc3ccco3)C2=O)cc1	·	2	·	·	·	·
CCCCC1C(=O)NC(=S)NC1=O	·	2	·	·	·	·
CN1C(=O)NC(=O)/C(=C/c2ccc([N+](=O)[O-])o2)C1=O	·	-2	·	·	·	·
CN(C)[C@@H]1C(=O)C(C(N)=O)=C(O)[C@@]2(O)C(=O)C3=C(O)c4c(O)cccc4[C@@](C)(O)[C@H]3C[C@@H]12	·	10	·	·	·	·
Oc1ccc2c3c1OC1C(O)CC[C@@]4(O)[C@@H](C2)N(CC2CCC2)CC[C@]314 (some centres undefined)	·	1	·	·	·	·
COc1ccc(OC)c(N2C(=O)/C(=C/c3ccco3)C(=O)NC2=S)c1	·	15	·	·	·	·
Cc1ccc(/C=C2/C(=O)NC(=O)N(Cc3ccc(F)cc3)C2=O)o1	·	7	·	·	·	·
O=C1C2CCN(CC2)C1Cc1ccccc1O (centres undefined)	·	0	·	·	·	·
O=[N+]([O-])c1ccc(N2CCNCC2)cc1NC1CC1	·	0	·	·	·	·
CC(C)(C)c1cc([N+](=O)[O-])cc(C(C)(C)C)c1O	·	4	·	·	·	·
O=[N+]([O-])c1ccccc1-c1cc(-c2ccccc2)cc(-c2ccccc2)[n+]1Cc1ccccc1Cl	·	3	·	·	·	·
CN1CCN(C(=O)OC2c3nccnc3C(=O)N2c2ccc(Cl)cn2)CC1 (centres undefined)	·	4	·	·	·	-19
C[C@@]12CC[C@@H](c3cc4c(cc3C1)OCO4)N2c1ccccc1	·	·	·	11	5	·
Cc1ccc(C(O)(C(=O)OC(C)C)C(O)c2ccccc2)cc1 (centres undefined)	·	·	·	9	-10	·
COc1ccc(CCN)cc1S(N)(=O)=O	·	·	·	0	-12	·
CCOC(=O)[C@]12Cc3c(cc(OC)c(OC)c3OC)[C@H]1N(C)C(=O)c1ccccc12	3	·	0.5	16	6	·
CCOC(=O)[C@]12Cc3ccccc3[C@H]1N(Cc1ccccc1)C(=O)c1cc(F)c(F)cc12	20	·	0.8	20	9	·
CCOC(=O)[C@]12Cc3ccccc3[C@H]1N(CCC(=O)OC)C(=O)c1ccccc12	8	·	-1.0	23	8	·
COc1ccc(C(=O)OCC2CN2c2cccc([N+](=O)[O-])c2)cc1 (centres undefined)	-26	·	0.1	-34	-15	·
CCOC(=O)[C@]12Cc3cc(C)ccc3[C@H]1N(C(C)C)C(=O)c1ccccc12	-4	·	-1.5	88*	83*	·
CCOC(=O)[C@]12Cc3cc(Cl)ccc3[C@H]1N(C1CCCCC1)C(=O)c1ccccc12	65	·	-1.9	85*	96*	·
O=C(Cc1c(-c2ccccc2)nc2ccc(Br)cn12)N1CCCC1	-14	·	0.6	-120	-3	·
COC(=O)CN(CCCl)P1(=O)OCCCN1CCCl (centres undefined)	-4	·	-0.8	6	-6	·
O=S1(=O)NCC2(CC2)CN1Cc1ccccc1	-17	·	0.0	0	-11	·
CCOC(=O)C12C(=O)OCC1C2c1ccccc1 (centres undefined)	-11	·	0.4	11	3	·
O=NN(CCF)C(=O)NC1CCC(=O)NC1=O (centres undefined)	11	·	-1.0	-5	1	·
CCOC(=O)[C@]12Cc3cc(OC)ccc3[C@H]1N(CC(=O)OC)C(=O)c1cc(OC)ccc12	21	·	-1.2	0	14	·
CC(C)C[C@H]1COc2cc(N3CCN(C)CC3)ccc2S(=O)(=O)N1	11	·	-0.2	2	-6	·
CCOC(=O)[C@]12Cc3cc(C)ccc3[C@H]1N(C1CCCCC1)C(=O)c1cc(OC)ccc12	95*	·	-1.8	85*	96*	·
CCOC(=O)[C@]12Cc3ccccc3[C@H]1N(CCC(=O)OC)C(=O)c1cc(OC)ccc12	20	·	-0.8	15	0	·
Cc1nc(-c2cccc(CN(C)C(=O)Oc3ccc([N+](=O)[O-])cc3)c2)no1	-14	·	0.1	-10	-4	·
CCOC(=O)[C@]12Cc3cc(Cl)ccc3[C@H]1N(CC(=O)OC)C(=O)c1ccccc12	61	·	-1.0	81*	58*	·
COc1ccc2nc(-c3ccc(CN4CCC(n5c(=O)[nH]c6ccccc65)CC4)cc3)c(-c3ccccc3)nc2c1	7	·	0.6	-66	51*	·
CN(Cc1cccc(-c2ccncc2)c1)C(=O)Oc1ccccc1Cc1ccccc1	81*	·	0.5	2	15	·

Two consecutive compounds from above, quoted:
SMILES	NR2E3 ag-1	NR2E3 ag-2	iPSC survival up	HIF-2a block	C8 TRAIL sens	Shn3 inh set2
CCOC(=O)[C@]12Cc3ccccc3[C@H]1N(CCC(=O)OC)C(=O)c1ccccc12	8	·	-1.0	23	8	·
COc1ccc(C(=O)OCC2CN2c2cccc([N+](=O)[O-])c2)cc1 (centres undefined)	-26	·	0.1	-34	-15	·

From PubChem BioAssay

A portion of the library. The share of hits here may be higher or lower than overall.
